Assay outcomes (PubChem)
KCNK3 inh – human KCNK3 channel inhibition, primary screen; B-score at 10 µM; hit rate 0.84% among 340,000; O14649; CHO-KCNK3 thallium flux, FluxOR fluorescence; hits give low values;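 active means B-score under library mean minus 4 SD, starting fluorescence ratio at most library mean plus 5 SD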;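 further: more negative B-score means stronger inhibition of thallium flux through KCNK3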
KCNK9 block – inhibitors of human KCNK9 two-pore domain potassium channel; B-score at 10 µM; HEK293 KCNK9, FluxOR thallium flux fluorescence; hits give low values; hit rate 1.2% among 310,000; Q9NPC2;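 active means ratio B-score over 3 SD below the library mean, with starting fluorescence within 5 SD of its mean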;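 further: negative B-score means less thallium flux so channel inhibition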
hERG rescue – hERG (human) protection from proarrhythmic block | AID 1511 | hit rate 0.51% among 310,000 | CHO-hERG, FluxOR thallium flux, dofetilide IC70 present | Q12809 | activation (rescue from dofetilide block), less the hit threshold, % at 10 µM;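 active means activation above the mean of controls blocked by dofetilide plus 5 SD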;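 further: thallium influx through hERG after potassium depolarization seen as dye fluorescence rise; in these data hits start at about 4.7%; inactives centre near -7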
Target sequence (Q12809 whole entry, looked up): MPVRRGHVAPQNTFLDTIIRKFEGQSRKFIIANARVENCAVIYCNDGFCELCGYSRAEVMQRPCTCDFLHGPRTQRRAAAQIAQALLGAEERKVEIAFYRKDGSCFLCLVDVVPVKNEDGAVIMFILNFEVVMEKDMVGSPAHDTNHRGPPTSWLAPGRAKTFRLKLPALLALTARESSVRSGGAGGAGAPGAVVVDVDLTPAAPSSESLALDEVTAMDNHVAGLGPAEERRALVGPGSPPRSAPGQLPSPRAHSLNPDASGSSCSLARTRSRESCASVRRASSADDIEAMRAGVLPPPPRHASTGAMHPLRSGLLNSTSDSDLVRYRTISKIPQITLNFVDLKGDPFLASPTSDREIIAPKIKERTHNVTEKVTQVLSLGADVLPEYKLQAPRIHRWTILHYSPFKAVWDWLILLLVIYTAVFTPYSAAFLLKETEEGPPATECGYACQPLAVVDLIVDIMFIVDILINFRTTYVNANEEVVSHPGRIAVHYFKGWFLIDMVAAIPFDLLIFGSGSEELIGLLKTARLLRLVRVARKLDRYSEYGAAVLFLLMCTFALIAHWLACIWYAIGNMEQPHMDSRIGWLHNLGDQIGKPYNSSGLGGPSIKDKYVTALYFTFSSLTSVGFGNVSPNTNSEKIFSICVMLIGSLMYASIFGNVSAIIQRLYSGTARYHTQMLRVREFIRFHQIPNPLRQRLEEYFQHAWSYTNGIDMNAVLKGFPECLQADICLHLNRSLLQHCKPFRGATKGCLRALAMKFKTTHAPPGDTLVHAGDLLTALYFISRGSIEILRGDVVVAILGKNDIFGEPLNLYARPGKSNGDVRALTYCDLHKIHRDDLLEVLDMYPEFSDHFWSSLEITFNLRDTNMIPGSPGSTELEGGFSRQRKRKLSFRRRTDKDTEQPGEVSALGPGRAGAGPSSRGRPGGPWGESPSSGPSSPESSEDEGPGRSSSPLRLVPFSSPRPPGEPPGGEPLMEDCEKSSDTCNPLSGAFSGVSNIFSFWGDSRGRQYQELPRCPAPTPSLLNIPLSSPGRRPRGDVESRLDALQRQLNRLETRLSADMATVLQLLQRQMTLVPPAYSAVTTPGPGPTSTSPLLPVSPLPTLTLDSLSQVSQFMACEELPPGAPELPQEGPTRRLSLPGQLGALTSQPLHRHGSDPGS
HDAC3 inhib – human HDAC3 inhibition; AID 2718; inhibition, % at 8.3 µM; recombinant HDAC3, fluorogenic peptide/trypsin coupled, fluorescence; hit rate 0.15% among 320,000; in the data active means inhibition above about 26%, passing the limit was not always enough
DYRK1A inh – inhibitors of rat Dyrk1A kinase; Q63470; ADP-Glo luminescence, NFATc1 peptide; inhibition, % at 12.5 µM; hit rate 0.43% among 310,000; AID 504441; in the data active means inhibition above about 50%;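 further: plate controls were vehicle with enzyme for no effect and no enzyme for full effect; many of its hits are not listed in these tables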
PolyA inhibitor – yeast polyadenylation inhibition. S. cerevisiae SKY197-pL101 polyadenylation reporter, beta-gal luminescence; efflux-impaired pdr1/pdr3 knockout yeast; score 100 = 6 SD above DMSO. calls only at 12 µM. hit rate 0.02% among 300,000;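 active means lowest replicate activity score at least 50, where 100 means six control SD above control mean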;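 further: yeast exposed to compound for 9 h at 30 °C; higher score means more reporter readthrough which indicates perturbed polyadenylation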
KCNQ1 pot – human KCNQ1 channel potentiation or activation; CHO-K1 KCNQ1, thallium flux FluxOR fluorescence; hits give high values; B-score at 10 µM; hit rate 0.35% among 310,000; AID 2648;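 active means fluorescence ratio B-score, a plate-corrected score, at least three library SD, with initial intensity B-score within 5 SD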
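Doses: Single concentration per compound, DMSO matched to controls | Test system: KCNQ1-transfected CHO-K1 cells | Timing: 90 min dye loading and 20 min compound exposure, both at room temperature | Measured by: Kinetic FluxOR thallium fluorescence, 10-s 1-Hz baseline, 110-s post-stimulus read | Medium: Assay buffer with matched DMSO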
RGS4 act – potentiators or activators of RGS4; B-score at 10 µM; HEK293 M3R/inducible RGS4, carbachol calcium flux Fluo4; hits give low values; hit rate 0.92% among 310,000; AID 463111;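 active means B-score of the integrated calcium signal more than 4 SD below the library mean, with starting fluorescence not abnormally high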;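 further: negative B-score means reduced calcium response which marks RGS4 activation or potentiation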
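Material: M3R-expressing HEK293 line, RGS4 induced by doxycycline | Schedule: Overnight RGS4 induction, 30 min dye load 37 °C, 20 min compound RT | Measured by: Fluo4 fluorescence kinetic imaging of calcium | Read-out: Integrated calcium ratio converted to B score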
GSK3 alpha inh – blocks human GSK-3 alpha kinase | ADP-Glo luminescence, 60 min | AID 2650 | hit rate 0.1% among 320,000 | inhibition, % at 10 µM | P49840;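 in the data active means inhibition above about 50%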;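 further: GST-tagged GSK-3 alpha with peptide substrate and 25 µM ATP; 0% = DMSO neutral wells and 100% = GW8510 positive control wells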
GSK3beta inhib – human GSK3beta kinase inhibition. P49841. activity score (negative = inhibition), % at 10 µM. AID 2097. GST-GSK3beta kinase, ADP-Glo luminescence, 60 min; hits give low values. hit rate 0.038% among 300,000;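 active means more than half of replicate wells score below -50%, meaning over 50% inhibition versus plate controls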;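 further: 0% = median DMSO wells and -100% = median GW8510 positive control wells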
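test system = GST-tagged human GSK3beta kinase, cell-free | reagent = 25 µM ATP with peptide substrate | dosing = one dose of 10 µM per compound | schedule = 60 min reaction, RT | detection = luminescent ADP-Glo measurement of ADP formed | control set = DMSO neutral wells and GW8510 at 20 µM as positive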
KCNQ1 inh – human KCNQ1 channel inhibition; hit rate 1.3% among 310,000; CHO-K1 KCNQ1, FluxOR thallium flux fluorescence; hits give high values; B-score at 10 µM;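 active means compounds whose thallium flux B-score, printed positive for inhibition, exceeds three library SD while starting fluorescence stays within three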;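 further: channel opened by potassium depolarization with thallium stimulus after 20 min compound exposure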
The depositor's hits bear a star; i = inactive; . = no result given; & = joins results of further samples. The list is partial; rates above refer to the full screens.

Molecule | KCNK3 inh | KCNK9 block | hERG rescue | HDAC3 inhib | DYRK1A inh | PolyA inhibitor | KCNQ1 pot | RGS4 act | GSK3 alpha inh | GSK3beta inhib | KCNQ1 inh
C=CCNC(=O)Nc1ccc(OCC)cc1 | i | i | -5.2 | -2.7 | 0.8 | i | i | i | -5.7 | 1.4 | i
Cc1cc(=O)oc2cc(NC(=O)c3cc([N+](=O)[O-])ccc3N3CCOCC3)ccc12 | i | i | -7.8 | 7.4 | . | i | i | i | 0.5 | 2.5 | i
CC(C(=O)N1CCN(C=O)CC1)N1C(=O)c2ccccc2C1=O (centres undefined) | i | i | -11.4 | -0.5 | 1.8 | i | i | i | -4.1 | 1.6 | i
O=c1c2ccc(Cl)cc2[nH]c(=S)n1Cc1cccnc1 | i | i | -7.7 | 14.1 | 5.9 | i | i | i | . | -2.4 | i
COC(=O)c1cc(Cn2nc(C(=O)O)c3ccccc3c2=O)oc1C | i | i | -5.0 | . | -5.5 | i | i | i | -3.0 | -3.1 | i
CC(=O)N1c2ccc(Cl)cc2C2OCCC2C1c1ccco1 (centres undefined) | i | i | -10.8 | 3.3 | -1.4 | i | i | i | -1.3 | -7.3 | i
Cc1cc(NC(=O)c2cc(-c3ccc(OC(C)C)cc3)nc3ccccc23)no1 | i | i | -15.3 | -6.6 | -5.2 | i | i | i | 0.8 | 0.8 | i
Cc1onc(C(=O)N2CCN(c3ccccc3F)CC2)c1-c1ccccc1Cl | i | i | -11.8 | 1.6 | -2.6 | i | i | i | 1.6 | 2.7 | i
O=C(NC1CCN(Cc2ccccc2)CC1)C1CCCN(c2nnc(-n3cccc3)s2)C1 (centres undefined) | i | i | -17.2 | -3.0 | 5.8 | i | i | i | 0.2 | -1.8 | i
COc1ccc(NC(=O)Nc2cnccn2)c(OC)c1 | i | i | -3.2 | 9.0 | 5.0 | i | i | i | 0.3 | -3.0 | i
CCSc1cc(C2C(C#N)=C(N)OC(C)=C2C(=O)OC)c(C)o1 (centres undefined) | i | i | -5.0 | -2.0 | 1.1 | i | i | i | -1.2 | 0.1 | i
O=C(NCc1ccc(F)cc1)c1ccc(S(=O)(=O)Nc2cccc(C(F)(F)F)c2)cc1 | i | i | -4.0 | 11.9 | -4.9 | i | i | i | -3.6 | 0.9 | i
COc1ccc(/C=N/NC(=O)c2ccco2)cc1COc1ccc(F)cc1 | i | i | 1.4 | 8.7 | -3.1 | i | i | i | 0.6 | 1.1 | i
O=S(=O)(Nc1nc2ccccc2nc1Nc1cccc(S(=O)(=O)N2CCCCC2)c1)c1ccccc1 | i | i | -21.0 | -4.7 | . | i | i | i | -2.9 | 0.0 | i
Clc1cccc(OCc2nc(-c3ccncc3)no2)c1 | i | i | -8.3 | -0.9 | -16.2 | i | i | i | . | -0.1 | i
Cc1ccc(CNC(=O)C2CCC(=O)N(CCc3ccccc3)C2)s1 (centres undefined) | i | i | -6.0 | 4.3 | -0.2 | i | i | i | -1.6 | 2.7 | i
COc1ccc(/C=C/C(=O)OCC(=O)Nc2cc(C(N)=O)cc(C(N)=O)c2)cc1 | i | i | 3.5 | -2.9 | 2.8 | i | i | i | -2.3 | 1.2 | i
CCCCOC(=O)c1ccc(NC(=O)C(=O)NCc2ccncc2)cc1 | i | i | -1.5 | 0.4 | 1.3 | i | i | i | -1.6 | 0.2 | i
O=c1c2c(-c3ccc([N+](=O)[O-])cc3)ccnc2[nH]n1-c1ccccc1 | i | i | -4.9 | -2.0 | 4.8 | i | i | i | -2.0 | -2.1 | i
O=C(NNC1CC(=O)N(c2ccc(Cl)cc2)C1=O)c1ccccc1Cl (centres undefined) | i | i | -10.3 | -4.3 | 2.6 | i | i | i | -0.7 | -0.6 | i
N#Cc1cccc(CN2CCC(=O)N([C@H](CO)c3ccccc3)CC2)c1 | i | i | -5.2 | 10.7 | 50.1* | i | i | i | -3.2 | -4.8 | i
CCN1CCN(CC(=O)Nc2sc3c(c2C#N)CCC3)CC1 | i | i | -12.3 | -3.5 | 5.9 | i | i | i | 0.5 | 2.4 | i
Cc1cccc(CCNS(=O)(=O)c2ccc3c(c2)CCN3C(=O)CCC(=O)O)c1 | i | i | -8.4 | -7.2 | . | i | i | i | 0.6 | -1.0 | i
COc1cc(/C=N/Nc2nc3ccccc3s2)cc([N+](=O)[O-])c1O | i | i | -15.3 | 11.9 | -4.2 | i | i | i | -0.5 | 0.6 | i
CCn1c(NCc2cc(OC)ccc2OC)nc2ccccc21 | i | i | -13.3 | 5.5 | 5.4 | i | i | i | 0.0 | -3.4 | i
COc1ccc(Cl)cc1-n1c(C)cc(C(=O)OCC(=O)N2CC(=O)Nc3ccccc32)c1C | i | i | -6.8 | 5.5 | 1.6 | i | i | i | -1.0 | -2.1 | i
CCN(CC)c1ccc(N2C(=O)/C(=C\c3cccs3)SC2=S)cc1 | i | i | -7.2 | -3.4 | 5.9 | i | i | i | -1.3 | 0.6 | i
Cn1c(=O)cc(OCC(=O)Nc2ccccn2)c2ccccc21 | i | i | -9.7 | 0.3 | 3.1 | i | i | i | 3.3 | -2.3 | i
COc1ccc(CN2C(=NC(=O)C3CCCO3)SC3CS(=O)(=O)CC32)cc1 (centres undefined) | i | i | -6.7 | -1.2 | -7.4 | i | i | i | -1.4 | -0.9 | i
CC1CCN(C(=O)CCc2nnc3ccc(NCCCN4CCCC4=O)nn23)CC1 | i | i | -4.9 | -6.1 | 1.0 | i | i | i | 3.8 | -1.1 | i
Cc1ccc(-c2noc(CCCN3C(=O)c4ccccc4C3=O)n2)cc1 | i | i | -3.3 | 10.8 | 0.3 | i | i | i | -0.3 | -1.2 | i
Cc1cccc(OCC(O)CN2C(C)(C)CC(O)CC2(C)C)c1 (centres undefined) | i | i | -7.7 | 0.6 | -1.6 | i | i | i | 3.2 | 3.1 | i
CCOC(=O)c1ccc2c(c1)nc(SCC(=O)N1CCCCC1)n2CC | i | i | -10.0 | 0.4 | -2.6 | i | i | i | -1.7 | -3.8 | i
COc1ccc(NC(=S)Nc2ccccc2C(F)(F)F)cc1 | i | i | -0.7 | 0.0 | -6.1 | i | i | i | 1.7 | -2.3 | i
O=C(CCN1C(=O)/C(=C/c2ccc(F)cc2)SC1=S)Nc1cc([N+](=O)[O-])ccc1O | i | i | -2.4 | -11.2 | -4.9 | i | i | i | -3.3 | 6.1 | i
Cc1ccc(/C=N/NC(=S)NC2CCS(=O)(=O)C2)cc1 (centres undefined) | i | i | -4.0 | 1.5 | . | i | i | i | -4.1 | 0.6 | i
CCC(C)NC(=O)CN(c1ccc2c(c1)OCO2)S(=O)(=O)c1c(C)n[nH]c1C (centres undefined) | i | i | -5.2 | 10.6 | 14.5 | i | i | i | -5.3 | 2.0 | i
COc1ccc(N2CCN(Cc3cc(=O)c(OCC(=O)Nc4ccccc4)co3)CC2)cc1 | i | i | -15.5 | . | -4.4 | i | i | i | -0.1 | 0.7 | i
O=C(CS(=O)(=O)c1ccccc1)Nc1nnc(-c2cccs2)o1 | i | i | -16.4 | 8.2 | 1.3 | i | i | i | -0.9 | 2.0 | i
Cc1ccc(S(=O)(=O)Oc2ccc(C)cc2/C=N/N=C2\NC(=O)C(C)S2)cc1 (centres undefined) | i | i | -6.9 | -7.0 | 3.2 | i | i | i | -0.5 | -1.3 | i
c1cnc2c(c1)ccc1cccnc12 | i | i | -5.9&-5.6 | 2.7 | 27.5&1.7 | i | i | i | -3.7 | 5.8&-3.4 | i
COc1ccccc1-n1cnnc1SCC(=O)Nc1nc(C)c(Cl)cc1Cl | i | i | -3.6 | -7.3 | 1.6 | i | i | i | -0.3 | 3.1 | i
CCCCNC(=O)N(O)C1N(/N=C/c2ccccc2O)C(=S)SC1(C)C (centres undefined) | i | i | -8.7 | 9.2 | -0.7 | i | i | i | -2.1 | -2.0 | i
CCCCNC(=O)N1CCN(Cc2cccc(F)c2)CC1 | i | i | -13.2 | -1.0 | -1.5 | i | i | i | -0.1 | 2.0 | i
CCCCS(=O)(=O)N1CCCC(C(=O)Oc2ccccc2OC)C1 (centres undefined) | i | i | -1.7 | 3.0 | 0.9 | i | i | i | . | 4.1 | i

Results in DYRK1A inh, PolyA inhibitor and hERG rescue, for some of the entries so far:
| mol | DYRK1A inh | PolyA inhibitor | hERG rescue |
| --- | --- | --- | --- |
| Cc1cccc(OCC(O)CN2C(C)(C)CC(O)CC2(C)C)c1 (centres undefined) | -1.6 | i | -7.7 |
| COc1ccccc1-n1cnnc1SCC(=O)Nc1nc(C)c(Cl)cc1Cl | 1.6 | i | -3.6 |
| Cc1ccc(/C=N/NC(=S)NC2CCS(=O)(=O)C2)cc1 (centres undefined) | . | i | -4.0 |

The listing continues.
Molecule | KCNK3 inh | KCNK9 block | hERG rescue | HDAC3 inhib | DYRK1A inh | PolyA inhibitor | KCNQ1 pot | RGS4 act | GSK3 alpha inh | GSK3beta inhib | KCNQ1 inh
CCS(=O)(=O)N1CCN(S(=O)(=O)c2ccc(Cl)s2)CC1 | i | i | -10.7 | 6.7 | -8.3 | i | i | i | 0.5 | 2.9 | i
CCC12CN3CCN(CC(C3)/C1=N\NC(=O)c1ccc(Cl)cc1)C2 | i | i | -6.1 | -5.8 | 32.9 | i | i | i | 3.1 | 1.6 | i
COc1ccc(OC)c2sc(NC(=O)c3ccc(S(=O)(=O)N(C)C)cc3)nc12 | i | i | -8.3 | 4.0 | 5.4 | i | i | i | -0.2 | -0.6 | i
N=C(N)SCc1ccc(O)c([N+](=O)[O-])c1 | i | i | -13.3 | 4.4 | -1.2 | i | i | i | 0.0 | -0.9 | i
O=C(c1csc2c1CCCC2)N1CCN(c2ccccc2)CC1 | i | i | -4.6 | 10.3 | -4.1 | i | i | i | 2.4 | -0.9 | i
C#CCn1c(=NC(=O)c2ccc(Cl)s2)sc2cccc(OC)c21 | i | i | -9.0 | -10.6 | 1.4 | i | i | i | -3.5 | 1.3 | i
CC(NC(=O)C1CCCN(S(=O)(=O)c2cnc[nH]2)C1)c1ccccc1 (centres undefined) | i | i | -7.8 | -5.5 | 0.7 | i | i | i | -4.1 | -0.2 | i
COc1ccc(-c2noc(N3CCC(C(=O)NC(C)c4ccccc4)CC3)n2)cc1 (centres undefined) | i | i | -10.4 | . | -1.3 | i | i | i | -2.5 | -1.8 | i
COc1cccc(CNC(=O)COC(=O)C2CC3CCCC(C2)C3=O)c1 (centres undefined) | i | i | -13.7 | . | 17.4 | i | i | i | -0.9 | -1.8 | i
COC(=O)c1ccccc1NC(=O)Nc1cc(C)cc(C)n1 | i | i | -6.0 | 0.1 | . | i | i | i | -6.5 | 3.1 | i
O=C(c1ccccc1)N(c1ccccc1)C1C=CS(=O)(=O)C1 (centres undefined) | i | i | -6.8 | -7.4 | 1.4 | i | i | i | -0.6 | 5.1 | i
